High-throughput results from PubChem BioAssay.
GAA glycogen: qHTS Assay for Inhibitors and Activators of Human alpha-Glucosidase Cleavage of Glycogen | hit rate 0.38% among 300,000 | Potency, µM (highest dose often 76.4 µM), for the others: at the highest dose activity change, negative = inhibition, usual class: inhibitors | recombinant GAA, glycogen substrate, Amplex Red glucose oxidase fluorescence | Lysosomal alpha-glucosidase (Homo sapiens), P10253 | AID 2100, 2009; active = well fitted inhibition curve with a large enough effect;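 also: 0% = full enzyme reaction and -100% = no-enzyme basal signal; the screen sought inhibitors and activators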
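Recombinant enzyme (4 nM final) with compounds titrated up to 77 uM and bovine liver glycogen (30 ug) in citrate pH 5.0, 0.01% Tween-20, 37 C 40 min. Released glucose detected by Amplex Red/glucose oxidase (Ex 573/Em 610); AC50 from Hill fits.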
* marks the source's active call; other numbers are inactive results; [ ] = dose if it differs, or a comment. Potency is read from the fitted curve at half-maximal effect. Only part of the results is shown, so the mix of outcomes need not match the whole.

SMILES | GAA glycogen
COc1ccc(/C=N/NC(=O)c2ccccc2OC)cc1COc1ccccc1[N+](=O)[O-] | 2.3%[76.3 µM]
COc1ccc(CC(=O)Nc2ccc(N3CCCC3)c(C)c2)cc1 | -0.5%
Cc1cccc(NC(=O)C2COc3ccccc3O2)c1 (stereo not given) | 4.7%
O=C(NCCc1ccccc1)c1nn(-c2ccccc2Cl)nc1CO | -12.4%[76.3 µM]
CCOc1ccccc1NC(=O)CSc1n[nH]c(N)n1 | -2.9%[76.3 µM]
CCOC(=O)CCNC(=O)N1CCCC(C(=O)c2cccc(OC(C)C)c2)C1 (stereo not given) | -0.5%[76.3 µM]
CCc1ccc(NC(=O)Cn2c(=O)n(CCC(=O)N3CCc4ccccc4C3)c(=O)c3ccccc32)cc1 | 2.3%[76.3 µM]
CCN1CCN(Cc2ccc(NC(=O)c3ccc(C)c(NC(=O)c4cccc(-c5cn[nH]c(=O)c5)c4)c3)cc2C(F)(F)F)CC1 | -5.6%[76.3 µM]
CC(=O)c1ccc(NC(=O)CSc2nnc(NC(=O)c3ccco3)s2)cc1 | 6.1%[76.3 µM]
COc1ccc(N2CCN(c3nc4c(C)cccn4c(=O)c3C=C(C#N)C#N)CC2)cc1 | 5.8%
CCN(CC(=O)Nc1ccc(OC)cc1)C(=O)CSCC(=O)Nc1ccc(C)cc1 | -3.0%[76.3 µM]
O=S(=O)(c1ccc(-c2n[nH]c(=S)o2)cc1)N1CCCC1 | 0.6%
Cc1cccc(-c2ccc(NC(=O)C3CCN(CC4CC4)CC3)cc2)c1 | 6.9%[76.3 µM]
O=C(NCCc1nc2ccccc2[nH]1)c1ccc(Br)o1 | 2.9%
O=C(Cn1c(=O)n2nc(-c3ccccc3)nc2c2ccccc21)Nc1ccccc1C(F)(F)F | 7.9%[76.3 µM]
Fc1ccccc1CNc1ncnc2sccc12 | -2.7%
Cc1cc(O)cc(C)c1NS(=O)(=O)c1ccc2ccccc2c1 | -18.4%
O=C(O)c1ccc(N(Cc2ccccc2)S(=O)(=O)c2ccccc2)cc1 | 1.9%
O=C(c1ccccc1-c1ncc[nH]1)N1CCCC(Nc2ccc(F)cc2)C1 (stereo not given) | -1.1%[76.3 µM]
O=C(c1ccc2c(c1)N(Cc1ccccc1F)C(=O)c1ccccc1S2=O)N1CCOCC1 (stereo not given) | -13.2%[76.3 µM]
CC(C)(C)N(Cc1ccccc1)C(=O)COC(=O)CN1C(=O)C2CC=CCC2C1=O (stereo not given) | -0.6%[76.3 µM]
OC(C[n+]1ccccc1)c1ccccc1 (stereo not given) | -10.4%[76.3 µM]
O=C(O)[C@H]1CCCC[C@H]1C(=O)Nc1ccc(S(=O)(=O)N2CCOCC2)cc1 | -6.3%
CC(=O)c1ccc(NC(=O)CC2Sc3ccccc3NC2=O)cc1 (stereo not given) | 4.0%[76.3 µM]
O=C(CCCn1c(=O)oc2ccccc21)N1CCN(c2ccccn2)CC1 | -0.9%

5 entries from above, set out differently.
compound	GAA glycogen
CCOc1ccccc1NC(=O)CSc1n[nH]c(N)n1	-2.9%[76.3 µM]
CCOC(=O)CCNC(=O)N1CCCC(C(=O)c2cccc(OC(C)C)c2)C1 (stereo not given)	-0.5%[76.3 µM]
CCc1ccc(NC(=O)Cn2c(=O)n(CCC(=O)N3CCc4ccccc4C3)c(=O)c3ccccc32)cc1	2.3%[76.3 µM]
CCN1CCN(Cc2ccc(NC(=O)c3ccc(C)c(NC(=O)c4cccc(-c5cn[nH]c(=O)c5)c4)c3)cc2C(F)(F)F)CC1	-5.6%[76.3 µM]
CC(=O)c1ccc(NC(=O)CSc2nnc(NC(=O)c3ccco3)s2)cc1	6.1%[76.3 µM]

Next section.
SMILES | GAA glycogen
CCOc1ccc(NC(=O)Cn2c(=O)n(CCCCCC(=O)NCc3ccccc3)c(=O)c3sccc32)cc1 | 11.9%[76.3 µM]
CCC1CCc2c(sc(NC(=O)C3c4ccccc4Oc4ccccc43)c2C#N)C1 (stereo not given) | -12.6%[76.3 µM]
CCOC(=O)C(CC(=O)c1ccccc1)CC(=O)c1ccccc1 | 2.8%
COc1ccc(C(=O)N2CCN(Cc3cc(OC)ccc3OC)CC2)cc1 | 3.2%[76.3 µM]
N=c1oc2ccccc2cc1C(=O)NC1CCCCCC1 | -0.7%[76.3 µM]
Cc1cccc(C)c1OCc1cc(C(=O)N2CCN(c3ccc(F)cc3)CC2)no1 | 1.6%[76.3 µM]
Cc1ccc(N=Nc2cc(C)ccc2O)c(C)c1 | -6.2%
O=S(=O)(CCC1CCCCN1)c1ccccc1 (stereo not given) | 0.9%
COc1ccc(/C=C(\NC(=O)c2ccccc2)C(=O)NCc2ccco2)cc1OC | -0.7%
Cc1cc(C)n(-c2ccnc3cc(Cl)ccc23)n1 | 2.3%
CCS(=O)(=O)N1CCC(C(=O)Oc2ccc(Cl)cc2)CC1 | 7.1%[76.3 µM]
COc1ccc(Cn2c(SCc3ccc(C(=O)NCCc4ccccc4)cc3)nc3cccnc32)cc1 | 3.8%[76.3 µM]
CC(=O)c1ccc(NC(=O)CN2CCC(C(=O)c3ccc4c(c3)OCCO4)CC2)cc1 | -14.9%
COc1cccc(NS(=O)(=O)c2c(C(=O)N3CCCCCC3)c(C)n(C)c2C)c1 | -1.8%[76.3 µM]
CC(C)CCNC(=O)CN(Cc1ccccc1)C(=O)CCC(=O)Nc1nccs1 | 7.8%
CCOc1ccc(-n2c(SCc3nc(-c4ccc(OC)cc4)no3)nnc2-c2ccncc2)cc1 | 11.5%[76.3 µM]
CCOC(=O)c1ccc(NC(=O)CSc2nc(-c3cccs3)cc(C(F)(F)F)c2C#N)cc1 | 9.5%[76.3 µM]
COc1ccc(-c2sc(Nc3ccc(F)c(F)c3F)nc2CCC(=O)NN)cc1 | 9.5%
Cc1ccc2ncc(C(=O)Nc3ccc(OC(F)(F)F)cc3)c(=O)n2c1 | 1.6%[76.3 µM]
CC(=O)NC(CC(=O)OCC(=O)N1CCc2ccccc21)c1ccccc1 (stereo not given) | -20.0%
O=C(CN(C(=O)c1csnn1)c1ccccc1C(F)(F)F)NC1CCCCC1 | 10.2%[76.3 µM]
COc1ccc(C(=O)Nc2cccc(C(=O)N/N=C/c3ccc(OC)cc3OC)c2)cc1 | -11.3%
Cc1ccc(S(=O)(=O)c2nc(S(=O)(=O)c3ccc(C)cc3)c(NC(C)C)s2)cc1 | 4.3%[76.3 µM]
COc1ccccc1CNC(=O)COC(=O)CNS(=O)(=O)c1ccc(C)cc1 | -9.6%[76.3 µM]
Cc1ccc(NC(=O)CCOc2ccccc2)c(C)c1 | -6.1%
Other results:
SMILES | GAA glycogen
Cc1ccc(NC(=O)C2CCCN2S(=O)(=O)c2ccc(-c3ccc(=O)[nH]n3)s2)c(C)c1 (stereo not given) | -0.2%[76.3 µM]
COc1ccc(-c2csc(NC(=O)c3ccccc3Br)c2C(=O)O)cc1 | 1.6%
COCCCNC(=O)C(C)N1c2cccc3cccc(c23)S1(=O)=O (stereo not given) | -2.7%[76.3 µM]
Cc1ccc2nc(/C(C#N)=C/c3cccc(Br)c3)[nH]c2c1 | -7.2%[76.3 µM]
CN1CCN(S(=O)(=O)c2csc(C(N)=O)c2)CC1 | -0.8%[76.3 µM]
O=C(CSc1ccc(Cl)cc1)NNC(=O)c1ccco1 | -5.5%[76.3 µM]
C=C(C)COc1ccc2c(C)c(CC(=O)N3C[C@H]4C[C@@H](C3)c3cccc(=O)n3C4)c(=O)oc2c1 | 7.9%[76.3 µM]
COC(=O)c1cc(CNC(=O)C(C)NS(=O)(=O)c2ccc(C)c(C)c2)ccc1OC (stereo not given) | 5.4%
O=C(Nc1ccc(Nc2ccccc2)cc1)c1c(F)c(F)c(F)c(F)c1F | -9.8%[76.3 µM]
O=c1oc2ccc3ccccc3c2cc1-c1nnc(Nc2cccc(C(F)(F)F)c2)s1 | -5.1%[76.3 µM]
COc1ccccc1C(=O)Nc1nnc(SCC(=O)NCc2ccco2)s1 | -7.0%[76.3 µM]
COc1ccc(NC(=O)CCc2nnc3ccc(NCc4ccco4)nn23)cc1 | -3.5%[76.3 µM]
Cc1ccc(S(=O)(=O)CC(=O)Nc2nnc(C(C)(C)C)s2)cc1 | -0.3%[76.3 µM]
COc1ccc(-c2[nH]c(-c3ccccc3)nc2SCC(=O)Nc2ccc3c(c2)OCO3)cc1 | -11.1%[76.3 µM]
O=C(Nc1nnc(C2=COCCO2)o1)c1cccc(F)c1 | -3.6%[76.3 µM]
Cc1ccc(CN2CCNC(=O)C2CC(=O)NCc2cc(C)n(C)n2)cc1 (stereo not given) | 1.9%[76.3 µM]
COc1ccc([C@]23Cc4ccccc4C(O2)c2c(c4ccc(OC)cc4oc2=O)O3)cc1 | -7.7%[15.3 µM]
COc1ccccc1CC(=O)NC(=O)c1ccccc1O | -0.9%
COc1cc(OC)cc(C(=O)NCCC(c2ccccc2)c2ccccc2)c1 | -5.6%
O=C(CCNS(=O)(=O)c1ccccc1)N1CCN(C(c2ccccc2)c2ccccc2)CC1 | 0.0%[76.3 µM]
Cc1cc(C)cc(NC(=O)Cn2nnc(C(=O)NCc3ccc4c(c3)OCO4)c2N)c1 | 2.8%[76.3 µM]
CC(=O)N1CCc2cc(S(=O)(=O)NCC(=O)NCc3ccc(F)cc3)ccc21 | -15.7%[76.3 µM]
COCCNS(=O)(=O)c1ccc2c(c1)Cc1cc(S(=O)(=O)NCCOC)ccc1-2 | -0.6%[76.3 µM]
Cc1ccc(NC(=S)N2CCC(NC(=O)c3ccc(C)cc3)CC2)cc1 | 2.3%
COc1cc(Cn2c(=O)sc3ccccc32)ccc1OC(C)C | -6.0%[76.3 µM]

Reprinted at random: two compounds from above
SMILES | GAA glycogen
Cc1ccc(S(=O)(=O)CC(=O)Nc2nnc(C(C)(C)C)s2)cc1 | -0.3%[76.3 µM]
COc1ccccc1CC(=O)NC(=O)c1ccccc1O | -0.9%

Next records.
SMILES | GAA glycogen
O=C(Cn1nc(-c2ccccc2)c2cnc3ccccc3c21)Nc1ccccc1 | 10.9%[76.3 µM]
COc1ccc(-n2cnnc2SCC(=O)N(C)c2ccccc2)cc1 | -1.2%
Cc1ccccc1OCCC(=O)N1CCN(S(=O)(=O)c2ccccc2F)CC1 | -13.6%[76.3 µM]
O=C(CN1C(=O)S/C(=C\c2ccccc2)C1=O)Nc1cc([N+](=O)[O-])ccc1O | -6.5%[76.3 µM]
COc1ccc([N+](=O)[O-])cc1C(=O)NCCOc1ccc(Cl)cc1 | 0.4%
O=C(N/C(=C/c1ccc([N+](=O)[O-])cc1)C(=O)N1CCOCC1)c1ccco1 | -14.7%[76.3 µM]
COc1ccc(C)c2sc(NC(=O)CCS(=O)(=O)c3ccccc3)nc12 | -3.5%[76.3 µM]
COc1ccc(N(CC(=O)N2CCCCCC2)S(=O)(=O)c2ccccc2[N+](=O)[O-])c(OC)c1 | 1.7%
CCc1ccc2oc(-c3cccc(NC(=O)COc4ccccc4Cl)c3)nc2c1 | 12.3%[76.3 µM]
COc1ccc(OC)c(C(C)NC(=O)Cn2c(=O)cc(C)c3c(C)nn(-c4ccc(C)cc4)c32)c1 (stereo not given) | 12.2%[76.3 µM]
COc1cc2c(cc1OC)C(C)N(CC(=O)Nc1ccc(S(=O)(=O)N3CCCC3)cc1)CC2 (stereo not given) | 5.3%[76.3 µM]
O=C(c1ccc2oc(CCc3ccccc3)nc2c1)N1CCC(O)CC1 | 1.8%[76.3 µM]
CCCc1nc2nc(C)c(NS(=O)(=O)c3ccc(Cl)cc3)c(=O)n2[nH]1 | -5.6%
COc1ccc(NC(=O)C2Cc3cccc(OC)c3O/C2=N\O)cc1 (stereo not given) | -1.8%
CCCN1CCN(CCCNC(=O)c2cc3c(Cl)nc4ccccc4c3s2)CC1 | 19.1%[76.3 µM]
Cc1cc(C)n(/C(=C\N(C)C)C(=O)c2cccc([N+](=O)[O-])c2)n1 | 3.3%
CC(C)CNC(=O)c1cc(-c2ccc3c(c2)OCO3)on1 | 6.7%
N#C/C(=C\c1c(F)cccc1Cl)C(=O)NC1CC1 | 5.4%[76.3 µM]
COc1cc2ccccc2cc1C(=O)N(CCN(C)C)c1nc2ccc(C)cc2s1 | -18.3%[76.3 µM]
Cc1ccc(CNC(=O)C(OC(=O)c2cccs2)C(C)C)cc1 (stereo not given) | -3.9%[76.3 µM]
CN(Cc1ccccc1)S(=O)(=O)c1csc(C(N)=O)c1 | -1.6%[76.3 µM]
Cc1ccc(CN2CCN(c3ncccn3)CC2)c(C)c1 | 16.3%[76.3 µM]
O=C(CC(=O)Nc1cccc(F)c1)Nc1cccc(F)c1 | 2.3%[76.3 µM]
Cc1ccc(NC(=O)CSc2nnc(NC(=O)C3CC3)s2)cc1 | 3.3%[76.3 µM]
Cc1ccc(N2C(=O)c3oc4cc(C)c(C)cc4c(=O)c3C2c2cccc(O)c2)nc1 (stereo not given) | 12.2%[76.3 µM]
The listing continues:
SMILES | GAA glycogen
CCCCOc1nnc(-c2ccc(OCC)cc2)c2ccccc12 | 11.0%[76.3 µM]
COc1cc(/C=N/NC(=O)c2ccncc2)ccc1OC(C)=O | -9.8%[76.3 µM]
C=CCN(C(=O)CCC(=O)Nc1cc(C)on1)C(C(=O)NC1CCCC1)c1ccc(C)cc1 (stereo not given) | 8.8%
O=C(COc1ccc(S(=O)(=O)N2CCCC2)cc1)N1CCCCC1 | 0.5%
COc1ccc(C(=O)NC(=S)NNC(=O)c2ccco2)cc1 | 2.1%
CC1CCCN(C(=O)c2nn(C)c3c2CSc2ccccc2-3)C1 (stereo not given) | 3.6%[76.3 µM]
C=CCN1CCN(C(=O)CSc2ccccc2)CC1 | -1.9%[76.3 µM]

3 structures out of the list, arranged by heavy-atom count, smallest number first:
SMILES | GAA glycogen
C=CCN1CCN(C(=O)CSc2ccccc2)CC1 | -1.9%[76.3 µM]
CCCCOc1nnc(-c2ccc(OCC)cc2)c2ccccc12 | 11.0%[76.3 µM]
C=CCN(C(=O)CCC(=O)Nc1cc(C)on1)C(C(=O)NC1CCCC1)c1ccc(C)cc1 (stereo not given) | 8.8%
